From PubChem BioAssay
All columns: NCI-60 one-dose screen, growth in % after 48 h at 10 µM unless noted; 100 = growth as untreated, 0 = no growth, -100 = all killed.
HL-60(TB): HL-60(TB) leukemia cells; 78,000 compounds, 9% hits; AID 1794776; active = growth percent below 10
* hit, by the source's call; & = joins results of further samples.

How did C=C1C(=O)O[C@H]2[C@H]1CC/C(CNC(=O)/C=C/c1ccc(Br)cc1)=C\CC[C@@]1(C)O[C@@H]21 do in these assays?
HL-60(TB): -15.8*

How did O/N=C(/CSc1nnc(-c2cc(-c3ccc(Cl)cc3)nc3ccccc23)o1)c1ccccc1 do in these assays?
HL-60(TB): 89.2

What do the screens show for `CN1CCc2nc3sc(C(=O)Nc4ccccc4)c(N)c3cc2C1`?
HL-60(TB): 100.4

How did CCOC(=O)C1=CSC2=NC3=C(CCC/C3=C\c3cc(OC)c(OC)c(OC)c3)C(c3cc(OC)c(OC)c(OC)c3)N12 (configuration not stated) do in these assays?
HL-60(TB): 51.5

How did O=C1CCSC(=S)N1CCc1ccccc1 do in these assays?
HL-60(TB): 100.0

How did COc1cc(C2NC(c3ccc(Cl)cc3)C(C)/C(=N/NC(N)=S)C2C)cc(OC)c1OC (configuration not stated) do in these assays?
HL-60(TB): 79.9

What do the screens show for `S=C1SCCCN1Cc1ccc(Cl)cc1`?
HL-60(TB): 95.1

How did O=C(Cn1cc(COn2nnc3ccccc32)nn1)Nc1ccc([N+](=O)[O-])cc1 do in these assays?
HL-60(TB): 94.4

How did C(=N\Nc1nc(N/N=C/c2ccc3c(c2)OCO3)nc(N2CCOCC2)n1)/c1ccc2c(c1)OCO2 do in these assays?
HL-60(TB): 38.9

What do the screens show for `[Ag].[Ag].[NH-]S(=O)(=O)c1ccc(N=Nc2cc(N=Nc3ccc(S([NH-])(=O)=O)cc3)c3c(NC(=O)C(Cl)Cl)cccc3c2OC(=O)C(Cl)Cl)cc1.[c-]1nccs1.[c-]1nccs1`?
HL-60(TB): 44.2

How did COc1ccc(C=NCCCO)cc1 do in these assays?
HL-60(TB): 95.6

How did CC1(C)CCC(C)(C)c2cc(C(=O)O)ccc21 do in these assays?
HL-60(TB): 109.6

Results for CCOC1CC(C)C=CO1 (configuration not stated) ?
HL-60(TB): 99.0

How did C/C(=C(\c1ccc(OCCN2CCOCC2)cc1)c1ccc(OC(=O)c2ccccc2)cc1)c1ccc(Cl)cc1 do in these assays?
HL-60(TB): 97.6

Results for NS(=O)(=O)c1ccc(CCn2c(SCC(=O)Nc3ccc(F)cc3)nc3ccccc3c2=O)cc1 ?
HL-60(TB): 99.7

How did N#Cc1c(-c2ccco2)nc(SCC(O)CN2CCOCC2)nc1N1CCOCC1 (configuration not stated) do in these assays?
HL-60(TB): 105.5

How did Cc1ccc(C)c(C(=O)C2CC2)c1 do in these assays?
HL-60(TB): 81.8

What do the screens show for `Cn1nc(C(F)(F)F)cc1-c1c[nH]c(OCc2ccc(Cl)cc2)c(-c2ccc(Cl)c(C(F)(F)F)c2)c1=O`?
HL-60(TB): -28.0*

How did NS(=O)(=O)c1ccc(CCN2C(=O)/C(=C/c3ccccc3)C=C2c2ccccc2)cc1 do in these assays?
HL-60(TB): 98.4

What do the screens show for `COc1ccc(-c2nc(-c3ccccn3)c(-c3ccccn3)n2CC(C)C)cc1OC1CCCC1`?
HL-60(TB): -43.5*

Two consecutive entries already listed:
How did CC1(C)CCC(C)(C)c2cc(C(=O)O)ccc21 do in these assays?
HL-60(TB): 109.6

Results for CCOC1CC(C)C=CO1 (configuration not stated) ?
HL-60(TB): 99.0

The listing continues.
Results for O=C1/C=C/[C@@H](O)[C@@H]2C[C@@H](O)C[C@H]2/C=C/CCC[C@H]([C@H](O)CO)O1 ?
HL-60(TB): 114.5

How did Cc1cc(O)c(/C=N/C(=S)Nc2cccc(C)c2C)c(=O)o1 do in these assays?
HL-60(TB): 77.4

Results for Cc1cc(O)cc(O)c1N=NC1=NCCS1 ?
HL-60(TB): 104.5

How did O=C1/C(=C/c2cccs2)SC(=S)N1c1ccc(O)cc1 do in these assays?
HL-60(TB): 90.2

How did CC(=O)/C=C(/C)N1CCCC1 do in these assays?
HL-60(TB): 98.6

How did COC(=O)c1ccc(OC)cc1 do in these assays?
HL-60(TB): 102.3

Results for O=c1[nH]nc(-c2ccc(Cl)c(Cl)c2)cc1Cc1ccc([N+](=O)[O-])cc1 ?
HL-60(TB): 97.3

What do the screens show for `CN(C(=O)NCc1cccc(F)c1Cl)[C@H](COC(=O)Nc1cc2ccccc2cn1)CC(O)CO` (some centres not stated)?
HL-60(TB): 90.5

What do the screens show for `COc1ccc(S(=O)(=O)NCCNc2nccc(-n3cnc4ccccc43)n2)cc1`?
HL-60(TB): 106.0

How did CCOC(=O)C1=C(C)N=C2Sc3cccc(Cl)c3N2C1c1ccccn1 (configuration not stated) do in these assays?
HL-60(TB): 97.1

In the list so far, these contain fluorine.
Results for NS(=O)(=O)c1ccc(CCn2c(SCC(=O)Nc3ccc(F)cc3)nc3ccccc3c2=O)cc1 ?
HL-60(TB): 99.7

What do the screens show for `Cn1nc(C(F)(F)F)cc1-c1c[nH]c(OCc2ccc(Cl)cc2)c(-c2ccc(Cl)c(C(F)(F)F)c2)c1=O`?
HL-60(TB): -28.0*

What do the screens show for `CN(C(=O)NCc1cccc(F)c1Cl)[C@H](COC(=O)Nc1cc2ccccc2cn1)CC(O)CO` (some centres not stated)?
HL-60(TB): 90.5

Other compounds.
Results for O=C(/C=C/c1ccccc1)c1ccc(Nc2nc(NCCO)nc(N3CCOCC3)n2)cc1 ?
HL-60(TB): 101.9

Results for COc1nccnc1NS(=O)(=O)c1ccc(NC2=C(Cl)C(=O)c3ncccc3C2=O)cc1 ?
HL-60(TB): 95.8

Results for Fc1ccc(-n2cc(COc3ncnc4c3cnn4-c3ccccc3)nn2)cc1 ?
HL-60(TB): 98.2

What do the screens show for `CC1=C/C(=C(\c2cc(C)c(O)c(C(=O)O)c2)c2c(Cl)cccc2Cl)C=C(C(=O)O)C1=O`?
HL-60(TB): 105.8

Results for COc1c(Br)cc(CO)c([N+](=O)[O-])c1OC ?
HL-60(TB): 98.7

How did CC1[C@@H]([C@@H]2C[C@H]2c2ccccc2)[C@@H]1CCO (some centres not stated) do in these assays?
HL-60(TB): 101.3

What do the screens show for `CCCCCCCCCC1CCN(C(c2ccc(NC(C)=O)cc2)c2ccc(NC(C)=O)cc2)CC1`?
HL-60(TB): 75.0

Results for Cc1cccc(C)c1N1C(N)=NC(N)=NC1(C)C ?
HL-60(TB): 103.0

Results for C/C(=N\NC(=O)c1sc(=S)n(-c2ccc(Cl)cc2)c1N)c1cnccn1 ?
HL-60(TB): 96.5

Results for OCC(CO)(CO)COCC(CO)(CO)COCC(CO)(CO)CO ?
HL-60(TB): 90.5

Results for Cc1[nH]nc2c1C(c1cc3c(cc1Br)OCO3)C(C#N)=C(N)O2 (configuration not stated) ?
HL-60(TB): 96.2

Results for CCCNC1=CC(=O)c2ccccc2C1=O ?
HL-60(TB): 80.5

What do the screens show for `CC(C)(C)c1ccc(OCc2nc3ccccc3n2-c2cccc(NS(C)(=O)=O)c2)cc1`?
HL-60(TB): 102.8&97.0

What do the screens show for `O=C(CSCC(=O)N/N=C/c1ccccc1O)N/N=C\c1ccccc1O`?
HL-60(TB): -32.8*

Results for O=[N+]([O-])c1cccc(OCCOc2cccc([N+](=O)[O-])c2)c1 ?
HL-60(TB): 102.0

How did O=C(O)c1c(Cl)c(Cl)c(Cl)c(Cl)c1-c1c2cc(I)c(=O)c(I)c-2oc2c(I)c(O)c(I)cc12 do in these assays?
HL-60(TB): 109.1&104.5&103.2

Results for COc1cc2nc(Cl)nc(Nc3cccc(C(=O)/C=C/c4ccc(Br)cc4)c3)c2cc1OC ?
HL-60(TB): 77.8

Results for Cc1ccc(S(=O)(=O)N2CCN(c3nc(-c4ccccc4)nc4nc(-c5ccccc5)oc34)CC2)cc1 ?
HL-60(TB): 100.3

What do the screens show for `N#Cc1nn(-c2c(Cl)cc(C(F)(F)F)cc2Cl)c(N)c1S(=O)C(F)(F)F` (configuration not stated)?
HL-60(TB): 92.0

What do the screens show for `CCn1c(-c2ccc(OC)c(OC)c2)cc(-c2cccn2C)c(C#N)c1=O`?
HL-60(TB): 96.4

The closing three entries of the part before open the next one:
Results for Cc1ccc(S(=O)(=O)N2CCN(c3nc(-c4ccccc4)nc4nc(-c5ccccc5)oc34)CC2)cc1 ?
HL-60(TB): 100.3

What do the screens show for `N#Cc1nn(-c2c(Cl)cc(C(F)(F)F)cc2Cl)c(N)c1S(=O)C(F)(F)F` (configuration not stated)?
HL-60(TB): 92.0

What do the screens show for `CCn1c(-c2ccc(OC)c(OC)c2)cc(-c2cccn2C)c(C#N)c1=O`?
HL-60(TB): 96.4

Results for O=C(Cc1ccccc1)C(F)(F)F ?
HL-60(TB): 95.0

How did c1ccc(-c2cc(-c3ccccc3C3CC3)no2)cc1 do in these assays?
HL-60(TB): 80.3

How did CCCC(C)(C)c1ccc2c(c1)OC(C)(C)[C@@H]1CC=C(C)C[C@@H]21 do in these assays?
HL-60(TB): 92.7

Results for CC(C)NCC(C)(C)[N+](=O)[O-] ?
HL-60(TB): 97.3

How did O=c1ccnc(SCc2ccccc2)[nH]1 do in these assays?
HL-60(TB): 101.7

How did COC(=O)c1cccc(Br)c1 do in these assays?
HL-60(TB): 81.6

What do the screens show for `O=S(=O)(NCCNc1cc(-c2cn(-c3ccccc3)nc2-c2cccc(O)c2)ccn1)c1ccc(Cl)cc1`?
HL-60(TB): 15.3

Results for CC(C)OC(=O)CCC/C=C\C[C@@H]1[C@@H](/C=C/C(O)COc2cccc(C(F)(F)F)c2)[C@H](O)C[C@@H]1O (some centres not stated) ?
HL-60(TB): 85.5

What do the screens show for `C/C(=C(/C)C1CC1CCNC1CCC(NC(=O)OC(C)(C)C)CC1)c1ccccc1` (configuration not stated)?
HL-60(TB): 56.6

Results for Cc1c(/C=C2\Oc3ccc(Cl)cc3C2=O)c(=O)n(-c2ccccc2)n1C ?
HL-60(TB): 115.7

How did Cc1nn(-c2ccc(-c3ccc(OC(F)(F)F)cc3)cc2)c2ncnc(N)c12 do in these assays?
HL-60(TB): 97.4

How did O=C(c1ccc(O)cc1)[C@@H]1[C@@H]2CCCN2[C@]2(C(=O)N(C(=O)c3cccc(Br)c3)c3ccccc32)[C@H]1c1ccc(F)cc1 do in these assays?
HL-60(TB): 110.8

What do the screens show for `Cc1ccc(S(=O)(=O)Oc2nc3ccccc3nc2N(S(=O)(=O)c2ccc(C)cc2)S(=O)(=O)c2ccc(C)cc2)cc1`?
HL-60(TB): 95.2

How did Nc1cccc(C(=O)Nc2ccc3c(O)cc(S(=O)(=O)O)cc3c2)c1 do in these assays?
HL-60(TB): 103.4

What do the screens show for `Cc1ccc(C)c2c1sc1nc(Oc3ccc(Cl)cc3)c(C#N)c(=N)n12`?
HL-60(TB): 80.9

Results for CCSc1nc2ncnc(N(C)Cc3ccccc3)c2c(=O)[nH]1 ?
HL-60(TB): 97.5

How did C=CCn1c(SC/C(=N\O)c2ccccc2)nnc1-c1c[nH]c2ccccc12 do in these assays?
HL-60(TB): 90.7

Results for O=C(/C=C/C(=O)Nc1ccc(F)cc1F)Nc1ccc(F)cc1F ?
HL-60(TB): 101.1

How did O=C1NN(C(=O)c2ccc(O)cc2)C(c2ccccc2)=N/C1=C\c1ccc(F)cc1 do in these assays?
HL-60(TB): 17.3

What do the screens show for `NCCN(CCc1ccccc1)CCc1ccccc1`?
HL-60(TB): 78.5

A draw from above in order of length of the SMILES, falling:
What do the screens show for `Cc1ccc(S(=O)(=O)Oc2nc3ccccc3nc2N(S(=O)(=O)c2ccc(C)cc2)S(=O)(=O)c2ccc(C)cc2)cc1`?
HL-60(TB): 95.2

How did Cc1nn(-c2ccc(-c3ccc(OC(F)(F)F)cc3)cc2)c2ncnc(N)c12 do in these assays?
HL-60(TB): 97.4

How did C=CCn1c(SC/C(=N\O)c2ccccc2)nnc1-c1c[nH]c2ccccc12 do in these assays?
HL-60(TB): 90.7

(more compounds)
How did CCOC(=O)c1c2c(n(-c3ccccc3)c1-c1ccccc1)C=CC(C(C)(C)C)C2 (configuration not stated) do in these assays?
HL-60(TB): 88.9

What do the screens show for `CC1(C)CC(=O)C2=C(C1)OC1=C(C(=O)CC(C)(C)C1)C2c1cccc([N+](=O)[O-])c1`?
HL-60(TB): 96.3

How did Nc1ccc(-c2ccc(N)c(N)c2)cc1N do in these assays?
HL-60(TB): 116.2

What do the screens show for `C=CCON(C)c1ccc([N+](=O)[O-])cc1[N+](=O)[O-]`?
HL-60(TB): 85.8

Results for O=c1nc(N2CCOCC2)oc2c(-c3cccc4ccccc34)cccc12 ?
HL-60(TB): 93.6

How did O=C(Nc1ccc(C2=NCCN2)cc1)c1cc(Cl)cc(C(=O)Nc2ccc(C3=NCCN3)cc2)c1 do in these assays?
HL-60(TB): 80.0

Results for CCOC(=O)CC(=O)N1CCSC1COc1ccccc1OC (configuration not stated) ?
HL-60(TB): 102.9

How did COc1cc(/C=N/NC(=O)c2cn(C3CC3)c3c(OC)c(N4CC5CCCNC5C4)c(F)cc3c2=O)ccc1O (configuration not stated) do in these assays?
HL-60(TB): -40.3*

How did Cc1ccccc1-c1nc(C(Cl)Cl)nc2cc(-c3ccccc3)nn12 do in these assays?
HL-60(TB): 92.0

Results for O=C(COc1ccc(/C=C2\SC(=O)NC2=O)cc1)Nc1ccc(C(=O)/C=C/c2cc3ccccc3nc2Cl)cc1 ?
HL-60(TB): 79.6

How did O=C(CN1C(=O)c2ccccc2C1=O)c1ccccc1 do in these assays?
HL-60(TB): 72.1

Results for COc1ccc(C(=O)N/N=C/c2ccc(Cl)c([N+](=O)[O-])c2)cc1 ?
HL-60(TB): 99.5

What do the screens show for `COc1ccc(-c2nc(N3N=C(c4ccc(Oc5ccc(Br)cc5)cc4)CC3c3cc(OC)c(OC)c(OC)c3)nc(N3CCOCC3)c2C#N)cc1` (configuration not stated)?
HL-60(TB): 89.1

What do the screens show for `O=C(Nc1ccc2ncnc(Nc3ccc(S(=O)(=O)Nc4ccccn4)cc3)c2c1)c1ccccc1`?
HL-60(TB): 88.8

What do the screens show for `CCC(O)c1ccc2ccccc2c1` (configuration not stated)?
HL-60(TB): 99.9

What do the screens show for `CCCCCCc1cccnc1`?
HL-60(TB): 93.8

What do the screens show for `CCCCCCCCCCCCCCCCCC(=O)NNCCO`?
HL-60(TB): 94.4

What do the screens show for `O=[N+]([O-])c1cccc(/C=N/n2c(N=Nc3c(O)[nH]c4ccccc34)n[nH]c2=S)c1`?
HL-60(TB): 114.3

Results for CCOC(=O)c1c(C)nc2c(c1N)CC(=O)N2[C@@H](C)c1ccc(OC)cc1 ?
HL-60(TB): 95.5

Results for O=C(NNC(=O)c1ccc(Cl)cc1)c1ccccc1 ?
HL-60(TB): 88.8

What do the screens show for `COc1cc(/C=C/C(=O)N2CCCC2)cc2c1OCO2`?
HL-60(TB): 107.1

Results for CCOC(=S)Nc1ccc(S(=O)(=O)Nc2ccc(Cl)nn2)cc1 ?
HL-60(TB): 95.5

A portion of the library; the hit share may differ from the screen's.
